Screening data deposited in PubChem BioAssay by National Center for Advancing Translational Sciences (NCATS).
TDP1 cell CPT: growth inhibition of DT40 Tdp1-/-;hTDP1 cells with camptothecin (screen for TDP1 inhibitors) | chicken DT40 Tdp1-/-;hTDP1 cells + 20 nM CPT, ATP luminescence, 48 h | Potency, µM (top dose mostly 46.2 µM), inactives show at the highest dose activity change, negative = growth inhibition, most hits filed as inhibitors | 420,000 tested, 12% active; note: nearly all actives have a fitted effect of over 55% in size
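Cell growth measured by CellTiter-Glo luminescence after a minimum 48 h, 37 C compound exposure with 20 nM CPT in Tdp1-knockout DT40 cells stably expressing hTDP1, seeded 400/well; qHTS titration format.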
KAT2A inh: blocks human GCN5L2 histone acetyltransferase; 390,000 tested, 0.21% active; GCN5L2 HAT assay, ThioGlo1 CoA-SH fluorescence; Q92830; Potency, µM (series often up to 58.9 µM), for the others: top-dose activity change, negative = inhibition, actives largely listed as inhibitors
Target sequence (Q92830 whole entry, looked up): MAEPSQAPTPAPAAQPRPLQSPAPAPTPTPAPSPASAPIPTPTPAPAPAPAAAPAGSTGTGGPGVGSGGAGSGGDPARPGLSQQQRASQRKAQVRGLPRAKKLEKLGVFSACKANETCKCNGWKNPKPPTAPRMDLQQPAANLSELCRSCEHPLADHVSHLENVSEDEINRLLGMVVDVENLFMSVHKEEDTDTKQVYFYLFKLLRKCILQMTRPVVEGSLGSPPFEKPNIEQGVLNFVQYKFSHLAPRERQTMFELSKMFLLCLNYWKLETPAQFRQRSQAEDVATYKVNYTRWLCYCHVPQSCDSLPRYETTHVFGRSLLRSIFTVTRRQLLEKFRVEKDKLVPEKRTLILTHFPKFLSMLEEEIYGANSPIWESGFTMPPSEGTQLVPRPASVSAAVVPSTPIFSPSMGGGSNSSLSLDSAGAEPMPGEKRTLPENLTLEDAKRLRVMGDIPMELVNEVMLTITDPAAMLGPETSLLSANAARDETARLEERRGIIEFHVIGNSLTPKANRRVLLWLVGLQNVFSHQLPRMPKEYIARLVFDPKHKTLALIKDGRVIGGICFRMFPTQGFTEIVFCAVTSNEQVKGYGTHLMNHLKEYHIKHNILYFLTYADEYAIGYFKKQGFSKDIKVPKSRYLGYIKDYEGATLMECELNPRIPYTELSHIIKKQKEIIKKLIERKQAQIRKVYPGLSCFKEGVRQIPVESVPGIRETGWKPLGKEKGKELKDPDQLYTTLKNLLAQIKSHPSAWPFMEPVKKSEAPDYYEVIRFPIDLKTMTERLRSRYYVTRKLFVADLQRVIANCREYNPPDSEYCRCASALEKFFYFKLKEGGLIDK
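Preincubate 20nM GCN5L2 with compound 15 min, RT → add 50uM ThioGlo1 + 75uM H3(1-25) + 70uM acetyl-CoA → read fluorescence 0 and 20 min. Primary qHTS; fluorescent artifacts likely.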
TDP1 cell noCPT: qHTS for Inhibitors of human tyrosyl-DNA phosphodiesterase 1 (TDP1): qHTS in cells in absence of CPT; Potency, µM (titrated, usually from 46.2 µM), for inactives: top-dose activity change, negative = growth inhibition, actives largely listed as inhibitors; 420,000 tested, 15% active; DT40 Tdp1-/- hTDP1 cells, no CPT, ATP luminescence, 48 h; AID 686978, 2013; note: nearly all actives have a fitted effect of over 55% in size
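No-CPT arm: Tdp1-/-;hTDP1 DT40 cells (400/well) plus compounds, incubated ≥48 hr at 37 °C. Readout CellTiter-Glo luminescence.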
Starred values were filed as active, the others as inactive; u = inconclusive; x = no result given; & = joins results of further samples; [ ] = another dose, or the depositor's remark. Calls come from the whole dose curve; as a rule, active = well fitted curve in the direction sought with a large enough effect; inconclusive = small, poorly fitted or top-dose-only effect, or another doubt; inactive = no such curve, though single readings can be large; an effect the other way counts as inactive or inconclusive. % is set by controls: 0 for no effect and ±100 for the full control effect; potency is the fitted concentration of half-maximal effect.

Value order – TDP1 cell noCPT, TDP1 cell CPT, KAT2A inh
- CC(C)CCNC(=O)c1ccc2c(c1)N(Cc1ccccc1F)C(=O)c1ccccc1S2(=O)=O
    u, u, -4%
- CC1CCCN(S(=O)(=O)c2ccc(NC(=O)Cc3ccc(S(=O)(=O)N4CCOCC4)s3)cc2)C1 (stereo not given)
    18µM*, u, -14%
- COCCCNC(=O)c1ccccc1SC
    -12%, 6%, 1%
- Cc1cc(N2CCC(C(=O)Nc3ccc(F)cc3)CC2)nc(-c2ccccc2)n1
    18µM*, -22%, -11%
- COCCC(=O)N1CCC(Oc2ccc(C(=O)N(C)Cc3cc(C)no3)cc2)CC1
    -1%, -18%, -7%
- Cc1cccc(-c2nnc(SCc3cc(=O)c4cccc(Cl)c4[nH]3)n2C)c1
    16µM*, 23µM*, -6%
- COc1ccc(CCNC(=S)Nc2ccccc2)cc1
    u, u, 0%
- CC(=O)NC(Cc1ccccc1)C(=O)OCC(=O)c1ccccc1 (stereo not given)
    -26%, -1%, -4%
- CC1Cc2ccccc2N1S(=O)(=O)c1cccc(C(=O)c2nccn2C)c1 (stereo not given)
    -29%, -18%, -13%
- O=S(=O)(c1ccccc1)N1CCC2(CC1)OCCN2S(=O)(=O)c1cccs1
    21µM*, u, -8%
- Clc1cccc2sc(-c3nnc(-c4ccccc4)o3)c(Cl)c12
    u, -7%, x
- O=S(=O)(Nc1cc2nc3ccccc3nc2n1Cc1ccccc1)c1ccc(Cl)cc1
    23µM*, u, u
- COC(=O)c1ccc(CN2CCC(Oc3cccc(C(=O)N4CCCC4)c3)CC2)cc1
    u, u, x
- CCc1cccc(CC)c1N(COC)C(=O)Cn1c(C(C)O)nc2ccccc21 (stereo not given)
    u, u, 0%
- NC(=O)c1cc([N+](=O)[O-])ccc1Nc1ccccc1
    0%, 5%, -2%
- Cn1c(SCC(=O)NCc2ccco2)nnc1-c1ccccc1
    -13%&13%, 0%&6%, 1%
- COc1ccc(C(=O)Nc2ccc(Cl)c(Cl)c2)c(OC)n1
    -9%, -26%, -1%
- CCOC(CC(=O)NNC(=O)c1c(-c2ccccc2Cl)noc1C)OCC
    11%, 8%, -4%
- N#CCCCc1cc2cc(F)ccc2cn1
    -3%, -11%, 2%
- CSCCC(NC(=O)COc1ccccc1)C(=O)N1CCOCC1 (stereo not given)
    8%, -11%, -5%
- CCc1ccc(NC(=O)CSc2nc(=O)n(Cc3cccnc3)c3c2CCC3)cc1
    16µM*, u, 1%
- Cc1[nH]c(=O)c(C(=O)/C=C/c2ccccc2)c2c1CCCC2
    5.8µM*, 5.8µM*, -2%
- CS(=O)(=O)N(CC(=O)N1CCC(C(N)=O)CC1)c1ccc(Cl)c(C(F)(F)F)c1
    -2%, -22%, -6%
- COc1cc(CNn2c(C)n[nH]c2=S)cc(Cl)c1OCc1ccc(F)cc1
    -38%, -13%, -5%
- CCCN1C(=O)c2cccc3c(N4CCCCC4)ccc(c23)C1=O
    u, u, 4%
- O=C(O)CSc1nnc(Cc2ccccc2)n1Cc1ccccc1
    -10%, -10%, -2%
- Cc1cccc(C)c1NC(=O)C1CCCN(CCCc2ccccc2)C1 (stereo not given)
    u, -23%, -8%
- CC[C@]12c3[nH]c4ccc(Cl)cc4c3CCN1C(=O)[C@@H](CC(=O)NCC13CC4CC(CC(C4)C1)C3)C[C@@H]2C(=O)N1CCN(C(=O)c2ccco2)CC1
    13µM*, u, -14%
- CC1CC(=O)Nc2ccccc2N1C(=O)Cn1cnc2ccccc2c1=O (stereo not given)
    0%, 0%, -5%
- O=C(NCCCN1CCCC1=O)c1cccnc1
    1%, -1%, -17%

Value order – TDP1 cell noCPT, TDP1 cell CPT, KAT2A inh
- CCOC(=O)c1[nH]c(C)c(/C(O)=C2\C(=O)C(=O)N(CCN3CCOCC3)C2c2cccs2)c1C (stereo not given)
    -6%, -2%, -11%
- CC1CCN(C(=O)CNC(=O)CNC(=O)Cc2ccccc2)CC1
    7%, -10%, -11%
- CC12CCC(C(=O)NNC(=O)c3ccc(Br)cc3)(OC1=O)C2(C)C (stereo not given)
    8%, -8%, -17%
- CC[C@]12c3[nH]c4cc(-c5ccco5)ccc4c3CCN1C(=O)[C@@H](CC(=O)NCc1cccc(C(F)(F)F)c1)C[C@@H]2C(=O)N1CCN(C(=O)C2CC2)CC1
    u, 16µM*, -5%
- CN(CC(=O)Nc1ccc(F)c(F)c1F)C(=O)C1CC(=O)N(C2CCCC2)C1 (stereo not given)
    -24%, -10%, 0%
- Cc1nnc(SCc2cccs2)[nH]c1=O
    -6%, -2%, -5%
- COc1ccc(CCn2c(NN=C(C)C)nc3c2c(=O)[nH]c(=O)n3C)cc1
    u, u, -4%
- CCN1C(=O)c2cccc3c(S(=O)(=O)Nc4ncccc4C)ccc1c23
    u, u, u
- CC1(C)N=C(c2ccccc2)C(c2ccccc2)=N1
    u, u, x
- O=[N+]([O-])c1cc2c(cc1/C=N/Nc1nc(N3CCCC3)nc(N3CCCC3)n1)OCO2
    -23%, 0%, 2%
- Cc1cccc(OCc2nc(-c3ccc(-n4cccc4)cc3)no2)c1
    u, u, -2%
- Cc1coc2cc3oc(=O)c(Cc4ccccc4)c(C)c3cc12
    -28%, -23%, 1%
- Cc1ccc(NC(=O)CCn2cnc3onc(-c4ccc(F)cc4)c3c2=O)c(Br)c1
    -13%, -13%, -6%
- CCCCN(C(=O)CCC(=O)Nc1cc(C)on1)C(C(=O)NC1CCCC1)c1ccccc1C (stereo not given)
    u, u, -6%
- COC(=O)c1cc2sc(Cl)cc2n1Cc1nc(-c2ccccc2C)oc1C
    9%, 7%, -9%
- NC(=S)N/N=C/c1ccc(OC(=O)c2cccnc2)cc1
    0%, 2%, -7%
- Cc1ccc(NC(=O)c2cccc3cccnc23)cc1
    18µM*, u, -3%
- CCN1C(=O)[C@@H]2[C@H](C1=O)[C@@H]1CC(C(=O)OC)=C[C@@H](C(=O)OC)C3C1=C(C(=O)C3(CC)CC)[C@@H]2C (stereo not given in full)
    u, -20%, x
- CCOC(=O)CNS(=O)(=O)c1ccc(S(=O)(=O)NC2CC2)cc1
    2%, -2%, -8%
- O=C(N/N=C(\c1ccccc1)c1ccccn1)c1cccc([N+](=O)[O-])c1
    1µM*, 1.2µM*, -3%
- CCC(=O)c1ccc(OCC(O)CN2CCN(c3ccccn3)CC2)cc1 (stereo not given)
    -11%, 34%[activator], -6%
- COc1cc2c(cc1NC(=S)Nc1cccc3ccccc13)oc1ccccc12
    u, -19%, -6%
- CCc1c(O)nc(SCC(=O)Nc2ccccc2)n(C(C)CC)c1=O (stereo not given)
    -22%, u, -1%
- O=C(O)c1cccc2c1Cc1cc([N+](=O)[O-])ccc1-2
    u, -17%, x
- O=C(/C=C/c1ccccc1)N1CCN(c2c(Cl)cccc2[N+](=O)[O-])CC1
    16µM*, 23µM*, -8%
- CCOc1ccc2oc(C(=O)NCC3CCCO3)c(C)c2c1 (stereo not given)
    -2%, -22%, -3%
- O=C(CN1C(=O)C2C3C=CC(C3)C2C1=O)Nc1ccc(F)cc1 (stereo not given)
    21%, 0%, -1%
- O=C1CCCCCC[C@@H](O)[C@H](O)C[C@H](c2ccccc2)O1
    -28%, -11%, x
- Cc1ccc(N2CC(C(=O)N3CCc4ccccc4C3)CC2=O)cc1 (stereo not given)
    -24%, -19%, -1%
- CCC1(c2ccc(F)cc2)NC(=O)N(CC(=O)Nc2ccc(N3CCCCC3)cc2)C1=O (stereo not given)
    u, -11%, -7%

Record cards, from the list above. Order of values: TDP1 cell noCPT, TDP1 cell CPT, KAT2A inh
Listed for Cc1ccc(NC(=O)c2cccc3cccnc23)cc1 → 18µM*, u, -3%
Listed for CC12CCC(C(=O)NNC(=O)c3ccc(Br)cc3)(OC1=O)C2(C)C (stereo not given) → 8%, -8%, -17%
Listed for CC1(C)N=C(c2ccccc2)C(c2ccccc2)=N1 → u, u, x
Listed for CC[C@]12c3[nH]c4cc(-c5ccco5)ccc4c3CCN1C(=O)[C@@H](CC(=O)NCc1cccc(C(F)(F)F)c1)C[C@@H]2C(=O)N1CCN(C(=O)C2CC2)CC1 → u, 16µM*, -5%

More structures follow:
Value order – TDP1 cell noCPT, TDP1 cell CPT, KAT2A inh
- COc1cccc(-c2nc(CS(=O)(=O)CC(=O)Nc3c(C)cc(C)cc3C)c(C)o2)c1
    23µM*, 18µM*, 1%
- O=C1NC[C@@H](Cc2ccc(O)cc2)N(CCc2cccc(F)c2)C1=O
    -8%, -1%, 4%
- Cc1csc(=O)n1CC(=O)OCC(=O)c1c(N)n(C)c(=O)n(C)c1=O
    u, -24%, -2%
- CCOC(=O)c1c(-c2ccc(F)cc2)csc1/N=C/N(C)C
    -9%, -13%, 3%
- C=CCc1cc(OC)ccc1OCCCCn1cncn1
    -23%, -19%, u
- CCOC(=O)C1CCN(C(c2cccs2)c2sc3nc(C)nn3c2O)CC1 (stereo not given)
    -21%, -9%, -18%
- CC(NC(=O)OC(C)(C)C)C(=O)Oc1cc2oc(=O)cc(-c3ccccc3)c2cc1Cl (stereo not given)
    u, u, -19%
- CCCCC[C@H]1CN(C2CCCCC2)C(=O)[C@@H]1CC(=O)NCc1ccc(OC)cc1
    10µM*, 16µM*, -6%
- O=C(CCN1C(=O)/C(=C/c2cccs2)SC1=S)Nc1ccc(C(=O)O)cc1
    13%, -4%, -7%
- COc1ccc(N2CCN(S(=O)(=O)c3cc(Br)cc4c3N(C(=O)C3CC3)CC4)CC2)cc1
    -24%, -6%, -8%
- COc1ccc(-c2cc(C3CCN(c4cc(Cl)nc(N)n4)CC3)[nH]n2)cc1
    23µM*, 23µM*, -2%
- CC(C)(C)S(=O)(=O)Cc1nc(-c2ccc(Cl)c(Cl)c2)cs1
    u, u, -3%
- COc1ccccc1CCC(=O)NNC(=O)c1ccncc1
    5%, 15%, 0%
- CC(Oc1ccccc1Cl)C(=O)N1CCCN(C)CC1 (stereo not given)
    -9%, 3%, -4%
- COc1ccc(CCNC(=O)c2cc(=O)c3cc(C)cc(C)c3o2)cc1OC
    23µM*, 21µM*, -7%
- CCOc1ccc(NC(=O)C2CCN(S(=O)(=O)c3ccc4c(c3)NC(=O)C(C)S4)CC2)cc1 (stereo not given)
    u, u, -19%
- Cc1ccc2nc(NC(=O)COC(=O)c3ccccn3)sc2c1
    -7%, -3%, -8%
- COc1cccc(C(=O)N(c2ccc(OC)cc2OC)C2C=CS(=O)(=O)C2)c1 (stereo not given)
    -1%, 2%, 0%
- COc1ccccc1CN(C)C(=O)c1ccc2c(c1)NC(=O)CS2
    -2%, -22%, -5%
- CO/N=C(/CN1CCCCC1)c1ccc(Cl)cc1
    10%, 14%, 23%
- Cc1ccccc1-c1noc(-c2cc3ccccc3oc2=O)n1
    u, -8%, -7%
- Cc1ccc(N2CC(NC(=O)C(=O)c3c(C)[nH]c4ccccc34)CC2=O)cc1 (stereo not given)
    -26%, -5%, -13%
- COC(=O)c1ccccc1NC(=O)c1ccccc1NS(C)(=O)=O
    -26%, -26%, -7%
- COc1ccc(S(=O)(=O)N2CCOC2CNC(=O)C(=O)NCc2ccncc2)cc1 (stereo not given)
    -2%, -18%, 0%
- O=C(COC(=O)CCN1C(=O)c2cccc([N+](=O)[O-])c2C1=O)NC1CCS(=O)(=O)C1 (stereo not given)
    -10%, -1%, -2%
- Cc1cc(S(=O)(=O)NCc2ccccc2)ccc1OCC(=O)Nc1cccc([N+](=O)[O-])c1
    21µM*, 18µM*, -8%
- CN(CC1CCCN(CCc2cccc(C(F)(F)F)c2)C1)C(=O)c1cc2ccccc2o1 (stereo not given)
    13µM*, u, -3%
- O=C(O)CCC(=O)Nc1ccc(/C=C/C(=O)C2CC2)cc1
    -5%, -7%, -2%
- Cc1coc2c(C)c3oc(=O)c(CCC(=O)NCCCn4ccnc4)c(C)c3cc12
    u, u, -15%
- O=C(COc1ccc(S(=O)(=O)N2CCCC2)cc1)NCc1cccnc1
    -1%, 7%, -5%

Value order – TDP1 cell noCPT, TDP1 cell CPT, KAT2A inh
- Cc1ccc(NS(=O)(=O)c2cc(Br)cnc2N)c(Cl)c1
    29%, -2%, -2%
- Cc1ccc(C(=O)NNC(=O)CSc2nnc3c(n2)[nH]c2ccc(F)cc23)cc1
    u, u, u
- COc1ccccc1CCNC(=O)c1cnn2c(C(F)F)cc(C)nc12
    23µM*, 21µM*, -3%
- Cc1nc(=O)c(-c2ccccc2)c(C)n1-c1ccc(C(=O)O)cc1
    -24%, -12%, -5%
- Cn1cccc1CC(=O)NNC(=O)Nc1ccc(Cl)cc1
    4%, 0%, 2%
